Assay outcomes: PubChem, several laboratories
NOD2-RIPK2 inh: blocks binding of human NOD2 to RIPK2 | O43353 | CHO BLA complementation NOD2-RIPK2, CCF4 ratio | inhibition, % at 4.98 µM | 360,000 compounds, 0.38% hits | AID 624267; in the data active means inhibition above about 21%;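 further: 0% = vehicle only and 100% = reference blocker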
Target sequence (O43353 whole entry, looked up): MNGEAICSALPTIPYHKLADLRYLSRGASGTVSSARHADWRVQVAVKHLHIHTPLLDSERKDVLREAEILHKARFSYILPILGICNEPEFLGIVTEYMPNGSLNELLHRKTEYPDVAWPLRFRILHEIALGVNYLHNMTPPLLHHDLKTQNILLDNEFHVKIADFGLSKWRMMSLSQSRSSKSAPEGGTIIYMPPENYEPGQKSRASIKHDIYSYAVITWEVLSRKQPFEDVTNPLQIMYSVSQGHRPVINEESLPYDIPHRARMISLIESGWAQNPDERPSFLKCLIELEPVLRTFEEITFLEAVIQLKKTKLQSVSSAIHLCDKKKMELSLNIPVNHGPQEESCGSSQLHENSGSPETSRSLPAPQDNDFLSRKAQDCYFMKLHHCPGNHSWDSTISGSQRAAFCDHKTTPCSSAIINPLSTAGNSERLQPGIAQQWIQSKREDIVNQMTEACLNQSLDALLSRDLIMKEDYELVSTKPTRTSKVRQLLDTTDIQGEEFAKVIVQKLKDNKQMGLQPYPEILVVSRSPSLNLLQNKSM
MC4R ag barr: activates human MC4R beta-arrestin recruitment | U2OS MC4R beta-arrestin complementation, luminescence; percent of melanotan II response, DMSO zero | activation, % at 8.9 µM | P32245 | 360,000 compounds, 0.98% hits | AID 540308;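 active means activation above a per-plate cutoff, the mean activation of sample wells on that plate plus 3 SD, cut at about 8% in these data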
N-glyco inh: blocks N-linked glycosylation in D54 reporter cells; 360,000 compounds, 0.23% hits; D54 ERlucT glycosylation luciferase reporter, 24 h; percent of 100 nM tunicamycin response; reporter increase, % at 12.5 µM; AID 588692;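 active means mean luciferase reporter signal, scaled so untreated is 0 and the glycosylation-blocking control 100, at or above a set limit in every replicate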;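 further: luciferase carries N-glycosylation sites so blocking glycosylation raises the light; 0% = median of neutral control wells and 100% = median of 100 nM tunicamycin wells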
TLR9-MyD88 block: blocks human TLR9 binding to MyD88; Q9NR96+Q99836; CHO BLA complementation TLR9-MyD88, CCF4 FRET ratio; inhibition, % at 4.98 µM; 340,000 compounds, 0.21% hits; AID 504734;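 active means inhibition above the mean over all tested compounds plus 3 SD, cut at about 21% in these data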;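 further: 0% = DMSO only wells and 100% = clavulanate BLA inhibitor control wells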
ABHD5-PLIN5 inh: blocks binding of human ABHD5 to perilipin-5; AID 602281; Q00G26+Q8WTS1; inhibition, % at 4 µM; 360,000 compounds, 0.78% hits; Split G. princeps luciferase complementation, luminescence, 4 h;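 active means inhibition above the mean inhibition across every tested compound plus 3 SD, cut at about 22% in these data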;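 further: 0% = DMSO only wells and the 100% control is not disclosed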
MC4R antag cAMP: antagonists of human melanocortin 4 receptor (MC4R) | P32245 | MC4R-expressing cells, MTII-stimulated cAMP, LANCE TR-FRET | inhibition, % at 6.5 µM | 360,000 compounds, 0.48% hits | AID 540295;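 active means inhibition above its plate's cutoff, the mean of tested wells on that plate plus 3 SD, cut at about 29% in these data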;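 further: 0% = Melanotan II alone and 100% = Melanotan II plus saturating MCL0020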
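Assay system: U2OS cells stably expressing human melanocortin 4 receptor (MC4R) / Dosing: 6.5 µM / Timing: compound 30 min, challenge 1 h, detection 1 h / Measured by: Eu-cAMP/anti-cAMP TR-FRET, emission 671 nm / Replicates: singlicate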
ABCB6 inh 2: human ABCB6 transporter inhibition; K562-ABCB6 porphyrin accumulation, flow cytometry, 1 h; stronger effect = lower value; Q9NP58; fluorescence ratio to DMSO, % at 10 µM; 360,000 compounds, 0.19% hits;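 active means fluorescence ratio to DMSO below 75%, the collection mean minus 3 SD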;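 further: signal is porphyrin accumulated inside mitochondria; 100% equals median channel fluorescence of DMSO control wells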
NCOA2 inhibitor: inhibits human steroid receptor coactivator 2; AID 651957; Q15596; HEK293 GAL4-SRC2 luciferase reporter, luminescence; inhibition, % at 9 µM; 370,000 compounds, 0.17% hits;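 active means inhibition above the mean inhibition of all tested compounds plus 3 SD, set per campaign, cut at about 52% in these data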;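 further: 0% = DMSO treated cells and 100% = cells given Gossypol at 36 µM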
Cardio protect: myocardial damage modulation in H9c2 cells. protection from H2O2 cell death, % at 20 µM. 360,000 compounds, 0.63% hits. AID 588492. H9c2 cardiomyocytes, H2O2 injury protection, ATPLite, 2 h;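 active means compounds giving at least 50% protection of heart cells from peroxide-induced death in the single-dose screen, raw or plate-pattern-corrected value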;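 further: 0% = DMSO wells with peroxide and 100% = DMSO wells without peroxide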
HTR2A ag: activates the mouse 5-HT2A serotonin receptor. P35363. CHO-K1 mHTR2A beta-arrestin complementation, luminescence; percent of 30 µM serotonin response. activation, % at 7.6 µM. 360,000 compounds, 0.66% hits;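 active means activation above a run cutoff, the mean activation of all tested compounds plus 3 SD, cut at about 14% in these data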;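 further: 0% = plate median of compound wells and 100% = 30 µM serotonin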
Target sequence (P35363 whole entry, looked up): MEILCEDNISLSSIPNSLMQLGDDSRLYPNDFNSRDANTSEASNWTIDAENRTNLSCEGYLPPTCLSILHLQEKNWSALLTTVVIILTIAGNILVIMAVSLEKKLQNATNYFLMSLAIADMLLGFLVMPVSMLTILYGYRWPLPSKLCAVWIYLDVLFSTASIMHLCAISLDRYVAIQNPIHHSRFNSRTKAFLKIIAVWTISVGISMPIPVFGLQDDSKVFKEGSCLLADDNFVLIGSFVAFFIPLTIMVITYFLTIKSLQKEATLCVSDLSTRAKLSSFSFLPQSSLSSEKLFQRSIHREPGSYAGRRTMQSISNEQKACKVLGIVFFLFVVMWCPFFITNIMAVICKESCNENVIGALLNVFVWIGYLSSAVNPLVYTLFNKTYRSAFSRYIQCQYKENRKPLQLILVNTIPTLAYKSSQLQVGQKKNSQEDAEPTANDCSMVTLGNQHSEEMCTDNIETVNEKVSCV
Numbers without * were called inactive; x = not tested or not shown.

Screens by letter: A = NOD2-RIPK2 inh; B = MC4R ag barr; C = N-glyco inh; D = TLR9-MyD88 block; E = ABHD5-PLIN5 inh; F = MC4R antag cAMP; G = ABCB6 inh 2; H = NCOA2 inhibitor; I = Cardio protect; J = HTR2A ag
> Cc1nc(N)nc(N)c1-c1ccc([N+](=O)[O-])cc1
  A: -7 | B: -1.2 | C: 2 | D: 11 | E: 1 | F: 5 | G: 94 | H: 5 | I: -4 | J: -1
> O=C(Nc1cccc(C(=O)O)c1)/C(=C\c1cccc([N+](=O)[O-])c1)NC(=O)c1ccc(Br)cc1
  A: -2 | B: 1.2 | C: 1 | D: 3 | E: -4 | F: 2 | G: 101 | H: -1 | I: 1 | J: 5
> CC(C)NC(=O)COC(=O)c1ccc(NS(=O)(=O)c2ccc3c(c2)OCCO3)cc1
  A: -3 | B: 0.6 | C: -2 | D: 10 | E: 11 | F: 7 | G: 96 | H: -11 | I: -2 | J: 9
> COc1ccc(CNC(=O)CCS(=O)(=O)c2cc3c(cc2Cl)NC(=O)CO3)cc1
  A: 0 | B: 0.2 | C: 2 | D: -14 | E: 14 | F: 2 | G: 103 | H: -15 | I: 0 | J: -7
> CCN(CC)CCNC(=O)C1(O)c2cc(Br)ccc2NC(=O)N1c1cccc(OC)c1 (stereo not given)
  A: 6 | B: -0.7 | C: 0 | D: 2 | E: -9 | F: 12 | G: 100 | H: 2 | I: 3 | J: 2
> COc1ccc(-c2cc3nc4n(c(=O)c3s2)CCCCC4)cc1
  A: -9 | B: 0.4 | C: -15 | D: -9 | E: 3 | F: 1 | G: 105 | H: -36 | I: -6 | J: 1
> Cc1cc(Cl)ccc1OCC(=O)Nc1ccccc1C(=O)N1CCOCC1
  A: -15 | B: -2.5 | C: 0 | D: 6 | E: 2 | F: -3 | G: 103 | H: 14 | I: 6 | J: 0
> CC(=O)/C(N=Nc1ccc(C(=O)O)cc1)=C(\C)O
  A: -9 | B: -1.3 | C: 2 | D: -1 | E: -3 | F: -1 | G: 96 | H: -6 | I: -3 | J: 3
> COc1ccc(-c2cc3c(=O)n(CC(=O)N4CCCCC4)ncn3n2)cc1
  A: 0 | B: -0.5 | C: 0 | D: -2 | E: -3 | F: 5 | G: 102 | H: -11 | I: -3 | J: -2
> O=C(O)c1cc(-c2ccccc2)nn1CC1CC(c2cccnc2)=NO1 (stereo not given)
  A: -1 | B: 0.3 | C: 1 | D: -1 | E: 6 | F: -3 | G: 99 | H: -4 | I: 0 | J: 0
> CCCc1ccc(OCC(=O)NNC(=O)c2cccnc2)cc1
  A: -1 | B: 0.7 | C: 1 | D: -6 | E: -4 | F: 13 | G: 106 | H: -12 | I: 2 | J: -2
> CC(C)(C)c1ccc(OCCC(=O)OCC(=O)NC2CCS(=O)(=O)C2)cc1 (stereo not given)
  A: 2 | B: -0.1 | C: -1 | D: 2 | E: 3 | F: 13 | G: 96 | H: -32 | I: -6 | J: 2
> O=C(Oc1ccc(Br)cc1)C1CC(=O)N(c2ccc(F)cc2)C1 (stereo not given)
  A: 4 | B: 0.7 | C: -1 | D: 3 | E: 5 | F: 6 | G: 94 | H: 6 | I: -7 | J: 3
> Cc1cc(NC(=O)CSc2nc(-c3ccco3)cc(C(F)(F)F)n2)n(-c2ccccc2)n1
  A: 3 | B: -2.1 | C: 14 | D: -8 | E: 2 | F: -15 | G: 97 | H: -2 | I: 5 | J: -5
> CC1CC(C)CN(CC(O)COc2ccc3c(c2)CCC3)C1 (stereo not given)
  A: -5 | B: -1.4 | C: 3 | D: 4 | E: 5 | F: 0 | G: 93 | H: -2 | I: -1 | J: -2
> COc1ccccc1-c1cc2nc(C)c(CCC(=O)NCc3ccc(F)cc3)c(C)n2n1
  A: -19 | B: -1.6 | C: -2 | D: -1 | E: 7 | F: 2 | G: 97 | H: -17 | I: 2 | J: 8
> Cc1ccccc1C(=O)NCC(=O)OC(C)C(=O)NCc1ccco1 (stereo not given)
  A: 1 | B: -2.1 | C: 0 | D: 0 | E: 25* | F: 12 | G: 91 | H: -10 | I: -4 | J: 4
> Cc1cccc(NC(=O)CSc2nnc(-c3ccccc3)n2N)c1C
  A: -2 | B: -3.0 | C: 1 | D: 5 | E: 2 | F: 4 | G: 100 | H: -3 | I: -3 | J: -1
> COc1ccc(Oc2c(C)oc3c(CN(C)C)c(O)ccc3c2=O)cc1
  A: 1 | B: -0.7 | C: -1 | D: 6 | E: 10 | F: 6 | G: 107 | H: -13 | I: 2 | J: -1
> COCCN(C(=O)c1ccccc1F)c1c(N)n(Cc2ccccc2)c(=O)[nH]c1=O
  A: -10 | B: -4.5 | C: -1 | D: -14 | E: 2 | F: 1 | G: 98 | H: 22 | I: 6 | J: 0
> COc1ccc(/C=N/NC2=NS(=O)(=O)c3ccccc32)cc1OC
  A: -1 | B: -0.4 | C: 0 | D: 7 | E: 6 | F: 6 | G: 94 | H: 14 | I: 0 | J: -3
> CN(C)c1ccc(NC(=O)Nc2ccc3c(c2)c(=O)n(C)n3Cc2ccc(Cl)cc2)cc1
  A: -3 | B: 2.1 | C: 3 | D: x | E: 19 | F: 7 | G: 116 | H: -30 | I: -23 | J: 0
> NS(=O)(=O)c1ccc(CNC(=O)c2cc(=O)c3cc(Cl)ccc3o2)cc1
  A: 1 | B: 0.8 | C: 1 | D: -1 | E: 4 | F: 6 | G: 101 | H: -11 | I: -7 | J: 5
> CCCn1c(=N)n(CC(=O)C(C)(C)C)c2ccccc21
  A: -4 | B: 0.4 | C: 1 | D: -13 | E: -3 | F: 6 | G: 97 | H: 27 | I: 19 | J: -5
> Cc1ccc(/C(N)=N/OC(=O)c2cccc(Cn3cc(C(F)(F)F)ccc3=O)c2)cc1
  A: -5 | B: 0.8 | C: 0 | D: 2 | E: 2 | F: 10 | G: 100 | H: 31 | I: -6 | J: 7
> CC(C)N1C(=O)CCC1C(=O)N1CCC(Cc2ccccc2)CC1 (stereo not given)
  A: 3 | B: -0.1 | C: 1 | D: -5 | E: 6 | F: 6 | G: 99 | H: -7 | I: 1 | J: -3
> CCC(C)(C(=O)NC1CCCC1)N(Cc1ccco1)C(=O)Cc1cccs1 (stereo not given)
  A: 2 | B: -1.7 | C: -4 | D: -2 | E: 2 | F: 2 | G: 95 | H: -16 | I: 5 | J: -2
> Cc1ccc(OCC(=O)NCC(=O)Nc2ccc(F)cc2)c([N+](=O)[O-])n1
  A: 2 | B: -1.2 | C: 1 | D: -17 | E: -3 | F: 19 | G: 90 | H: 18 | I: 5 | J: 1
> O=C(NCCc1ccccc1)c1ccccc1NS(=O)(=O)N1CCCC1
  A: -8 | B: -0.7 | C: -3 | D: -10 | E: 4 | F: 18 | G: 101 | H: -11 | I: 9 | J: -8
> CCC(C)C(NC(=O)c1ccccc1)C(=O)N1CCN(C(=O)c2ccccc2)CC1 (stereo not given)
  A: 3 | B: -1.8 | C: 1 | D: -2 | E: -5 | F: 15 | G: 95 | H: 19 | I: 4 | J: 7
> Cc1ccsc1C(=O)N1CCC1(C)C(=O)NCC(C)(C)C (stereo not given)
  A: -2 | B: -1.7 | C: 1 | D: x | E: 2 | F: -8 | G: 96 | H: 12 | I: 2 | J: -2
> O=C(CN1C2=NCCN2c2ccccc21)c1ccc(Br)cc1
  A: 0 | B: 0.6 | C: -3 | D: 6 | E: 5 | F: 0 | G: 99 | H: -12 | I: -6 | J: -4
> O=C(COc1ccc(Cl)cc1)N/N=C/CCc1ccccc1
  A: 3 | B: 1.5 | C: 0 | D: 6 | E: -4 | F: 8 | G: 89 | H: -6 | I: 3 | J: 1
> Cc1[nH]c2c([N+](=O)[O-])cccc2c1C
  A: 6 | B: -2.0 | C: 0 | D: 9 | E: -6 | F: 5 | G: 104 | H: 3 | I: -3 | J: -1
> COc1ccc2o/c(=N\O)c(C(=O)Nc3ccc(C)cc3)cc2c1
  A: 7 | B: -4.5 | C: 1 | D: 4 | E: -1 | F: 15 | G: 93 | H: -6 | I: 4 | J: -3
> CN(C)S(=O)(=O)c1cccc(NC(=O)c2cc(-c3cccs3)nn2-c2ccccc2)c1
  A: 7 | B: 0.3 | C: 9 | D: 0 | E: -3 | F: 21 | G: 97 | H: -6 | I: -3 | J: 0
> CC(C)CN(C(=O)COC(=O)c1ccc2ccccc2c1)c1c(N)n(Cc2ccccc2)c(=O)[nH]c1=O
  A: -9 | B: 0.0 | C: -7 | D: -17 | E: 2 | F: 3 | G: 104 | H: -27 | I: -2 | J: 6
> CCOc1ccc(OCC)c(NC(=O)CN2CCN(C(=O)c3ccco3)CC2)c1
  A: 3 | B: -2.2 | C: -2 | D: -5 | E: 6 | F: 11 | G: 98 | H: -6 | I: 10 | J: -2
> COc1ccc(Nc2ncc3c(n2)CC(c2ccc(OC)cc2)CC3=O)cc1 (stereo not given)
  A: 10 | B: 0.6 | C: 0 | D: -3 | E: 3 | F: 8 | G: 100 | H: -37 | I: -4 | J: 2
> CCOC(=O)c1c(S(=O)(=O)NCC2CCN(Cc3cccc(F)c3)CC2)c(C)n(C)c1C
  A: -6 | B: -4.1 | C: 0 | D: 6 | E: 0 | F: -2 | G: 103 | H: -4 | I: -1 | J: -11
> Cc1ccc(NC(=O)COC(=O)CNC(=O)c2cccs2)cc1S(=O)(=O)N1CCOCC1
  A: -17 | B: -0.8 | C: 2 | D: -3 | E: 3 | F: 6 | G: 92 | H: 13 | I: 3 | J: 7
> COc1ccc(CN(CCc2ccccc2)Cc2ccccc2)cc1OC
  A: 10 | B: 4.3 | C: -5 | D: -3 | E: -3 | F: 3 | G: 98 | H: -15 | I: -7 | J: -13
> CCCN1CCN(CCCNC(=O)Cn2nc(C)n3c(cc4cc(F)ccc43)c2=O)CC1
  A: 3 | B: -2.5 | C: 0 | D: -1 | E: -2 | F: 10 | G: 97 | H: 7 | I: -2 | J: -2
> CCOc1ccccc1/C=N/NC(=O)c1nnn(-c2nonc2N)c1CN1CCC(C)CC1
  A: 12 | B: -2.6 | C: 4 | D: -6 | E: -2 | F: 9 | G: 102 | H: -5 | I: -3 | J: -3

Some of the entries so far, comma-delimited:
smiles,NOD2-RIPK2 inh,MC4R ag barr,N-glyco inh,TLR9-MyD88 block,ABHD5-PLIN5 inh,MC4R antag cAMP,ABCB6 inh 2,NCOA2 inhibitor,Cardio protect,HTR2A ag
CCOc1ccc(OCC)c(NC(=O)CN2CCN(C(=O)c3ccco3)CC2)c1,3,-2.2,-2,-5,6,11,98,-6,10,-2
CCC(C)C(NC(=O)c1ccccc1)C(=O)N1CCN(C(=O)c2ccccc2)CC1 (stereo not given),3,-1.8,1,-2,-5,15,95,19,4,7
CCC(C)(C(=O)NC1CCCC1)N(Cc1ccco1)C(=O)Cc1cccs1 (stereo not given),2,-1.7,-4,-2,2,2,95,-16,5,-2
CCCN1CCN(CCCNC(=O)Cn2nc(C)n3c(cc4cc(F)ccc43)c2=O)CC1,3,-2.5,0,-1,-2,10,97,7,-2,-2
CC(C)N1C(=O)CCC1C(=O)N1CCC(Cc2ccccc2)CC1 (stereo not given),3,-0.1,1,-5,6,6,99,-7,1,-3

Only part of the results is shown, so the mix of outcomes need not match the whole.
